SDO1 yeast rescue = sdo1-depleted yeast growth rescue; S. cerevisiae sdo1-depleted JHY4D growth rescue, OD600 30 h; hits give high values; pdr5 snq2 efflux-pump mutant strain; z-score at 10 µM; 0.21% of 140,000 active; AID 817;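 active = z-score above 3 at both the 24 hr and the 30 hr optical density reads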;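 note: z-score against mean and SD of all compound wells on the same plate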
INS promoter inh = TRM-6 insulin promoter activity inhibition | TRM-6 cells (human fetal islet line), insulin promoter-eGFP reporter, imaging; reporter expression induced with tamoxifen | 0.9% of 130,000 active | inhibition, % at 2 µM | AID 1273;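 active = inhibition above the mean plus 3 SD, with well images judged a real hit on visual review, cut at about 60% in these data, passing the limit was not always enough; inconclusive = inhibition over the cutoff but images rejected on review; inactive = inhibition not above the cutoff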
SDO1 yeast rescue Rescue 24 h = further read-out of SDO1 yeast rescue, marked with its call; z-score; S. cerevisiae sdo1-depleted JHY4D growth rescue, OD600; measured here: growth rescue at 24 h;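 0 is the plate mean of compound wells and units are plate SD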
* hit, by the source's call; ? = inconclusive; . = no result given; & = joins results of further samples; [ ] = dose if it differs, or a comment.

SMILES	SDO1 yeast rescue Rescue 24 h	INS promoter inh	SDO1 yeast rescue
Cc1cc(Br)ccc1OCC(=O)NNC(=O)c1ccc(NC(=O)C2CC2)cc1	-0.11	65.5	0.24
CSc1nc(C)c2c(n1)N(c1cccc(C)c1)CC2	-0.74	25.8	-1.78
C=CCn1c(CC(=O)OC)csc1=Nc1ccc(C(C)=O)cc1	-0.73	42.4	-0.44
NCC(=O)NCC(=O)OCc1ccccc1	.	-128.6	.
C=CCOc1ccc(Cl)cc1C(=O)O	-0.37	-422.2	-0.1
COCCCN1C(=O)C(=O)/C(=C(/O)c2ccc(OC(C)C)cc2)C1c1cccnc1 (stereo not drawn)	-1.07	.	-0.51
CCCCNC(=O)C1CC(c2c(Cl)cccc2Cl)=NO1 (stereo not drawn)	-0.33	-8.9	0.01
Cc1ccc(NC(=O)Cn2nc(C(F)(F)F)c3c2CCC3)cc1	-0.52	-62.9	-0.77
O=S(=O)(NCC1CCN(S(=O)(=O)c2ccccc2)CC1)c1ccccc1	-1.3	-90.9	-0.97
O=C(CSc1nnnn1-c1ccccc1)NCc1ccco1	-0.21	-271.4	-0.03
CCCc1[nH]nc2c1C(c1ccc(Br)s1)C(C#N)=C(N)O2 (stereo not drawn)	-1.64	.	-2.2
Cc1ccc2c(c1)nnn2C1CCN(S(C)(=O)=O)CC1	0.76	6.9	0.84
CCN(CC)CCNc1nc(-c2ccccc2)nnc1C(F)(F)F	0.54	-136.7	0.77
CCOc1ccc2nc(NC(=O)Nc3ccccc3)sc2c1	-1.58	36.7	-1.43
COC(=O)c1cc(OC)c(OC)cc1NC(=O)c1ccc(Br)o1	.	-195.8	.
COC(=O)C(C)Oc1ccc2c3c(c(=O)oc2c1)CCCCC3 (stereo not drawn)	-1.13	-11.1	-1.21
CC(C)CCOC(=O)C[N+](C)(C)CCOC1CC2CCC1(C)C2(C)C (stereo not drawn)	.	-12.5	.
CC1CCCC/C1=N/Nc1ccc([N+](=O)[O-])cc1[N+](=O)[O-] (stereo not drawn)	0.34	32.1	0.04
CC1CCN(S(=O)(=O)c2ccc(NC(=O)CSc3ncccc3C(=O)O)cc2)CC1	2.6	.	1.54
CCOC(=O)Cc1csc(NC(=O)c2sc3nc4ccc(CC)cc4cc3c2N)n1	0.28	-26.7	-1.06
CC(C)(C)OC(=O)COc1cc(OCC(=O)OC(C)(C)C)c2c(=O)cc(-c3ccccc3)oc2c1	0.66&0	-43.3	-0.56&-1.37
CCN(CC)S(=O)(=O)c1ccc(OC)c(NC(=O)Cn2cnc3c2c(=O)n(C)c(=O)n3C)c1	.	0.0	.
O=C(NC(c1ccccc1)c1ccccc1)c1ccc(=O)[nH]n1	.	-28.6	.
O=c1c2ccccc2nc2n1CCCCC2	-0.84	64.3	-0.54
O=C(OCCN=C1NS(=O)(=O)c2ccccc21)c1ccco1	.	37.5	.
CCCCN(CCCC)CC(O)CN(c1cc([N+](=O)[O-])ccc1OC)S(=O)(=O)c1ccccc1 (stereo not drawn)	-0.65	.	0.1
CCCCOc1ccc(CSc2ncn[nH]2)cc1	-0.74	70.0	-0.12
COc1ccc(C(=O)COC(=O)CNC(=O)c2cc(OC)cc(OC)c2)cc1	0.78	31.2	0.55
Cc1cc(C)c2c(N=NN3CCOCC3)[nH]nc2n1	0.1	.	0.23
C=CCc1cccc2cc(C(=O)NC)c(=O)oc12	-0.55	55.2	0.32
O=C(NNC(=O)c1cccc(-n2cnnn2)c1)c1ccccc1	.	-7.7	.
O=S(=O)(c1ccccc1C(F)(F)F)N1CCOCC1	-0.49	64.3	0.14
Cc1ccc(-c2csc3ncnc(Oc4ccc5c(C)cc(=O)oc5c4)c23)cc1	-1.54	-212.5	-1.96
O=C(Nc1ccc(Cl)cc1)N(Cc1nc2ccccc2c(=O)[nH]1)Cc1cccs1	-0.38	-5.6	-0.81
COc1ccc(C(NC(=O)CNC(C)=O)C(=O)Nc2ccc(C(C)C)cc2)cc1 (stereo not drawn)	-0.29	2.3	0.6
CCc1ccc(N2CC(C(=O)N/N=C/c3cc([N+](=O)[O-])ccc3O)CC2=O)cc1 (stereo not drawn)	.	20.0	.
Cc1csc2ncc(C(=O)NC(C)c3ccccc3)c(=O)n12 (stereo not drawn)	-0.99	.	-0.51
C#CCOCCOCCOCCNc1nc(N2CCN(C(=O)[C@H](C(C)C)n3cc(CCO)nn3)CC2)nc(N2CCN(C(=O)[C@H](CCCCN)n3cc(CCCC)nn3)CC2)n1	-0.83	27.3	-0.49
CCOC(=O)c1sc2nc(C)cc(-c3ccccc3)c2c1N	-1.22	.	-0.91
Cc1ccc(O)c(NC(=O)COc2cc(C)ccc2C)c1	-0.04	-13.8	-0.77
COc1ccccc1NS(=O)(=O)c1ccc(Cl)cc1	-0.29	39.1	-0.87
COc1ccc(Cn2c(N)c(C#N)c3nc4ccccc4nc32)cc1OC	-0.57	-39.3	-0.04
COc1ccccc1Nc1nc(N)nc(CSc2nccc(C)n2)n1	-1.35	7.9	-1.12
CCOC(=O)/C(=N\Nc1ccc(Cl)cc1)c1csc(Nc2ccccc2)n1	-0.16	.	-1.68
COc1ccccc1CNC(=O)c1c(-c2ccccc2)nn(-c2ccccc2)c1C	-0.05	-3.3	-1.03
O=C(OCCN=C1NS(=O)(=O)c2ccccc21)c1cccnc1	0.13	.	0.84
CCOC(=O)c1ccc(NNC(C)=O)c([N+](=O)[O-])c1	.	-68.4	.
O=C(c1cccc(Br)c1)c1conc1C(=O)c1ccco1	0.33	33.3	-0.59
CCC(=O)NCCCOc1ccccc1	1.78	.	0.58
CC(OC(=O)c1cc2c(ccc3ccccc32)oc1=O)c1nc2ccccc2s1 (stereo not drawn)	-0.93	22.6	-0.12
Nc1c(C(=O)N2CCCCC2)sc(=S)n1-c1ccccc1	-1.42	13.5	-1.51
COc1ccc(OC)c(NC(=O)C2CCCN(S(=O)(=O)c3cccc4nsnc34)C2)c1 (stereo not drawn)	-0.78	0.0	-0.17
COc1ccc2nc(C)cc(SCC(=O)N/N=C/c3ccccc3)c2c1	-0.49	8.1	-0.26
CCc1ccc(NC(=O)CN(N=Nc2nonc2C)c2nonc2C)cc1	.	0.0	.
CNC(=O)C12CCC(C)(c3nc4cc(C)c(C)cc4nc31)C2(C)C (stereo not drawn)	0.47	-33.3	0.27
CCOc1ccc(CCNC(=O)C2CCN(c3nnc(-n4cccc4)s3)CC2)cc1	0.05	.	-0.25
CCOc1ccc(CCNC(=O)COC(=O)c2nc3nc(C)cc(C)n3n2)cc1OCC	0.18	.	0.51
CC(C)(C#N)C(C)(C)c1nn[nH]n1	-0.04	-45.5	0.19
O=C(Nc1cc(C(F)(F)F)ccc1-n1cncn1)c1ccc(Cl)cc1	-0.6	-1.4	-1.05
CCn1c(SCC(=O)N2CCOCC2)nc(O)cc1=O	-0.81	.	0.26

Additional compounds:
SMILES	SDO1 yeast rescue Rescue 24 h	INS promoter inh	SDO1 yeast rescue
CN(C)S(=O)(=O)c1cccc(NC(=O)COC(=O)c2c[nH]c(=O)[nH]c2=O)c1	.	-5.0	.
O=C(Cc1ccccc1)NCC(=O)OCC(=O)c1ccc(Cl)c([N+](=O)[O-])c1	0.09	.	0.64
Cc1ccc(CN(CC(=O)N/N=C/c2ccccc2[N+](=O)[O-])S(=O)(=O)c2ccc(C)cc2)cc1	0.7	8.6	-0.33
Cc1ccc(C)c(NC(=O)CSc2n[nH]c(-c3ccncc3)n2)c1	-1.16	-52.8	-0.47
O=C(O)CCCn1cc(NC(=O)c2c(F)cccc2F)cn1	.	-28.6	.
CCN1CCN(CCC(=O)Nc2ccccc2OC)CC1	1.11	-35.7	1.5
Cc1nn(-c2ccccc2)c2[nH]c(=O)c(CNc3ccc(N4CCOCC4)cc3)cc12	0.73	.	0.5
C=CCN(CC=C)C(=S)NC(=O)/C=C/c1ccc(OC)cc1	-1.24	-15.4	-1.58
O=[N+]([O-])c1ccc(COc2ccc(-c3[nH]ncc3-c3ccccc3)c(O)c2)cc1	-0.5	25.0	-1
CCOc1ccc(N2C(=O)CC(Sc3nccc(C)n3)C2=O)cc1 (stereo not drawn)	1.42	?	1.13
Cn1c(=O)c2c(nc(NCc3ccc4c(c3)OCO4)n2Cc2ccccc2Cl)n(C)c1=O	-1.35	11.1	-1.05
CCN(C(=O)CN1CCOCC1)c1c(N)n(Cc2ccccc2)c(=O)[nH]c1=O	.	33.3	.
CN(CC(=O)Nc1ccc(F)c(F)c1F)c1cnccn1	-0.28	.	0.62[9 µM]
Cc1cccc(OCCn2c(NC(=O)c3ccco3)nc3ccccc32)c1	-0.72	5.4	-1.62
O=C(C1CC1)N1CCc2cc(Br)cc(S(=O)(=O)NCCCN3CCCC3)c21	-0.58	11.5	0.67
COCCN1Cc2c(sc(C)c2C)N(C(=O)c2ccccc2)C1	0&-0.75	.	0.45&-0.33
CCCn1c(C)cs/c1=N\C(=S)Nc1ccccc1	2.08	-3.3	1.28
Cc1cccc(OCC(=O)Nc2ccc(S(=O)(=O)N3CCN(C)CC3)cc2)c1	-1.28	-383.3	-0.26
COc1ccc(OCC(=O)N/N=C2\CCc3ccccc32)cc1	0.22	33.3	0.31
COC(=O)N/N=C\c1ccc(OC(=O)c2ccco2)cc1	.	62.5	.
COc1ccccc1NC(=O)C1=C(C)NC(=O)NC1c1ccccc1F (stereo not drawn)	1.1	40.0	1.06
CSc1nc2sc3c(c2c(=O)[nH]1)CCCC3	-0.82	27.8	-1.13
C=CCOC(=O)COc1ccc2c(C)c(C)c(=O)oc2c1	-0.45	0.0	-0.33
CC(Oc1ccccc1)C(=O)N1CCCc2ccccc21 (stereo not drawn)	0.19	-25.0	0.28
O=C(Nc1ccc2c(c1)OCO2)C1CC(c2ccccc2Cl)=NO1 (stereo not drawn)	2.75	-125.0	1.37
CCc1c(O)nc(SCC(N)=O)n(-c2ccccc2F)c1=O	0.33	.	0.39
CCOC(=O)C(C)Sc1nnc(NC(=O)c2cccc([N+](=O)[O-])c2C)s1 (stereo not drawn)	1.28	.	1.14
Cn1c2ccccc2c2c(C(=O)N3CCN(c4ccc(F)cc4)CC3)cn(C3CCCC3)c(=O)c21	1.76	-30.4	1.86
CN(C)CCCO/N=C(\c1ccccc1)c1ccncc1	0.24	-88.2	0.97
CCOC(=O)N1CCN(C(=O)c2cn(CC)c3ccc(S(=O)(=O)N4CCCCC4)cc3c2=O)CC1	.	42.9	.
CCN(CC)C(=O)CSc1nc2cc3c(cc2c(=O)n1CCCC(=O)NCCc1ccc(OC)c(OC)c1)OCO3	.	-7.1	.
Cc1ccc2cc3c(NC(=O)c4ccco4)nn(CC(C)C)c3nc2c1	1.13	58.8	-0.38
COc1ccccc1-n1cnc2cc(NC(C)=O)ccc21	0.13	30.3	0.16
Clc1ccc(Nc2nc3ccccc3n3nnnc23)cc1	-0.21	10.7	-1.45
O=C(Nc1cc(Cl)ccc1Oc1ccccc1)c1ccccc1F	-1.38	.	-1.26
Cc1ccccc1NC(=O)C1c2ccccc2Oc2ccccc21	0.58	9.7	-0.16

Single records, as listed above.
Nc1c(C(=O)N2CCCCC2)sc(=S)n1-c1ccccc1 reads SDO1 yeast rescue Rescue 24 h: -1.42; INS promoter inh: 13.5; SDO1 yeast rescue: -1.51
CSc1nc(C)c2c(n1)N(c1cccc(C)c1)CC2 reads SDO1 yeast rescue Rescue 24 h: -0.74; INS promoter inh: 25.8; SDO1 yeast rescue: -1.78

New compounds follow:
SMILES	SDO1 yeast rescue Rescue 24 h	INS promoter inh	SDO1 yeast rescue
Cc1cc(NC(=O)CCC(=O)N(CCc2ccccc2)C(C(=O)NC2CCCC2)c2ccco2)no1 (stereo not drawn)	0.74	-91.7	1.02
CCCC(=O)Nc1nnc(SCC(=O)Nc2ccc3c(c2)OCCO3)s1	.	42.9	.
Oc1[nH]c2ccccc2c1/C=N/N1CCCCC1	1.23	.	1.26
O=C(O)/C(=C1\OC(=O)c2ccccc21)c1ccccc1	-0.04	-275.0	0.08
COC(=O)c1ccc2c(=O)n(Cc3ccc(C(=O)NC(C)C)cc3)c(=S)[nH]c2c1	.	-72.7	.
CCC(=O)N(Cc1ccc(S(N)(=O)=O)cc1)C1CC(=O)N(c2ccccc2)C1=O (stereo not drawn)	.	40.0	.
CCOc1cc(S(=O)(=O)NC2CC2)c(OCC)cc1-n1cnnn1	-0.92	-30.0	-0.13
NS(=O)(=O)c1ccc(CCNC(=O)CCCCCn2c(=S)[nH]c3ccc(Br)cc3c2=O)cc1	.	-36.4	.
C/C=C/CSc1nc2c(c(=O)[nH]c(=O)n2C)n1CCC	-0.83	81.8*	-0.29
CCc1ccc(NC(=O)CSC2=C(C#N)C(c3ccc4c(c3)OCO4)CC(=O)N2)cc1 (stereo not drawn)	.	-38.5	.
Cc1cc(C)c(C#N)c(N2CCCC2)n1	-0.47	-29.0	-0.14
CCOC(=O)N1CCN(c2ccc(Cl)cc2)CC1	-0.41	?	-0.23
N=c1sccn1CC(=O)Nc1cccc2ccccc12	1.33	-9.4	0.78

Screening results as filed in PubChem BioAssay.
